HePTP inh: inhibitors of human HePTP phosphatase | P35236 | recombinant HePTP phosphatase activity, OD absorbance | inhibition, % at 20 µM | 0.64% of 110,000 active | AID 521; in the data active means inhibition above about 50%;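 further: plate controls were vehicle for no effect and reference inhibitor for full effect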
BAP1 inh: human BAP1 deubiquitinase inhibition. activity remaining (% of control), % at 20 µM. Q92560. recombinant BAP1, Ub-AMC hydrolysis fluorescence kinetic; active compounds read low. 0.48% of 72,000 active;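 active means activity remaining at or below 50% of control, provided the compound also passes the data quality filters; inactive means the rest, including low values that fail the filters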;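 further: 100% = DMSO wells rate and 0% = substrate alone blank rate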
Target sequence (Q92560 whole entry, looked up): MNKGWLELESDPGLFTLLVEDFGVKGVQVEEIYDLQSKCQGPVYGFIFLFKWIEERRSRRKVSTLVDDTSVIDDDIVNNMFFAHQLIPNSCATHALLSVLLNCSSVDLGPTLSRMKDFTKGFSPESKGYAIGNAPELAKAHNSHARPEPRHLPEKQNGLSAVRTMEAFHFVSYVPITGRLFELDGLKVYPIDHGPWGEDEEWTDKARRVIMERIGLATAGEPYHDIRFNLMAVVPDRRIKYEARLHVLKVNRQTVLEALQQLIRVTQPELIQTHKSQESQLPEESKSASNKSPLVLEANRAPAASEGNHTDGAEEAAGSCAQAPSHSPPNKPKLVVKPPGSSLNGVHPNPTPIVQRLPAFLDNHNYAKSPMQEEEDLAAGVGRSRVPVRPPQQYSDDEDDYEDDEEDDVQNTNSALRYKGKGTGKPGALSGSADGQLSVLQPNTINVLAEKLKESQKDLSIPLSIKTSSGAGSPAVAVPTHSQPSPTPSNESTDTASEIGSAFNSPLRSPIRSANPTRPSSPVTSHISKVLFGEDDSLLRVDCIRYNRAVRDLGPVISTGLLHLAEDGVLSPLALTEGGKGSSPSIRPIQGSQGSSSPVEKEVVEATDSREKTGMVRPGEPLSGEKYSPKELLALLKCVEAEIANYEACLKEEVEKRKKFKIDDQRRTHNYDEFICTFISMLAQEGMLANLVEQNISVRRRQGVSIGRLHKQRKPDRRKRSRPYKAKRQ
* = called active by the depositor; . = not tested or not shown; & = joins results of further samples. Not a hit list (roughly 0.7% active in at least one column).

| HePTP inh | BAP1 inh | Compound |
| --- | --- | --- |
| 8 | . | CCOC(=O)c1cccc(N2C(=O)C=CC2=O)c1 |
| 6 | 84 | CCOC(=O)N1CCN(C(=O)c2ccc(Cl)c(S(=O)(=O)Nc3ccccc3)c2)CC1 |
| 0 | 165 | CCOC(=O)C1CCN(C(=O)c2cc3cc4cc(OC)ccc4nc3o2)CC1 |
| 3 | 104 | O=C(NCCN1CCCC1)C1CC(=O)N(C2CCCCC2)C1 (centres undefined) |
| -5 | . | CSc1ccc(/C=N\NC(=O)C2COc3cc4ccccc4cc3O2)cc1 (centres undefined) |
| -10 | 85 | COc1cccc(OC)c1C(=O)Nc1ccccc1C(=O)N1CCOCC1 |
| 4 | . | COc1ccc(/C(N)=N/OC(=O)c2ccc(Cl)cc2Cl)cc1 |
| 6 | 81 | CCCCn1nnnc1SCC(=O)Nc1ccc2c(c1)OCO2 |
| 9 | . | O=[N+]([O-])c1ccc(S(=O)(=O)N(CCO)CCO)cc1 |
| 6 | . | CCCCc1ccc(-c2nc(-c3cccnc3)no2)cc1 |
| 3 | 103 | FC(F)(F)c1cnc(Oc2ccc(-c3nnco3)cc2)c(Cl)c1 |
| 4 | . | CCOC(=O)c1ccc(NC2=NC3(CCCCC3)N=C(N)N2)cc1 |
| 4 | 97 | Nc1cc(C(=O)OCC(=O)NCC2CCCO2)ccc1Cl (centres undefined) |
| -4 | . | CCOc1cc(Br)cc(/C=C2/SC(=S)NC2=O)c1O |
| 0 | 86 | Cc1cccc(N(C)C(=O)COc2cc(=O)n(C)c3ccccc23)c1 |
| 5 | 93 | CN(C)CCCOC(=O)c1ccc(Cl)cc1 |
| . | 104 | CC(OC(=O)C(NC(=O)c1ccco1)C(C)C)C(=O)Nc1ncc(Cl)cc1Cl (centres undefined) |
| -11 | . | O=C(NC(=S)Nc1ccc2oc(-c3ccc(Br)cc3)nc2c1)c1ccco1 |
| -12 | . | CC(=O)Nc1ccc(S(=O)(=O)N2c3ccc(C)cc3C(C)=CC2(C)C)cc1 |
| -5 | . | CSC1=C(C#N)C2(CCCCC2)C(C#N)C(=O)N1 (centres undefined) |

Entries of single compounds from above. Values in the order: HePTP inh	BAP1 inh
CC(=O)Nc1ccc(S(=O)(=O)N2c3ccc(C)cc3C(C)=CC2(C)C)cc1 across the screens: -12	.
CCOC(=O)c1ccc(NC2=NC3(CCCCC3)N=C(N)N2)cc1 across the screens: 4	.

Going on with the list:
| HePTP inh | BAP1 inh | Compound |
| --- | --- | --- |
| 1 | . | Cc1cccc(N(CC(=O)NCc2ccco2)S(=O)(=O)c2ccccc2)c1 |
| 7 | 100 | Clc1ccc(Cn2ncc3c(N4CCCCC4)ncnc32)c(Cl)c1 |
| 3 | 82 | CCOc1ccc(-c2nnc3sc(COc4ccc(C)cc4)nn23)cc1 |
| 4 | . | CCCN1CCC(=NNC(=O)c2ccccc2C)CC1 |
| 13 | 118 | O=C(Cn1nnc(-c2ccccc2)n1)Nc1ccccc1N1CCOCC1 |
| 5 | 96 | CC(C)c1nc2ccccc2c2nnc(SCC(=O)NCc3ccco3)n12 |
| 2 | 87 | CSc1ccc(C(=S)N2CCN(C)CC2)cc1 |
| 8&4 | 97 | CCOC(=O)C1CCN(C(=O)Cc2ccc(OC)c(OC)c2)CC1 |
| 11 | 86 | O=C(Cc1cccs1)Nc1ccc(-c2nnn(CC(=O)N3CCOCC3)n2)cc1 |
| 6 | 110 | Cc1ccc(CN(C(=O)c2c(F)cccc2F)C2CC(C)(C)NC(C)(C)C2)o1 |

Among those listed so far, these have fluorine.
| HePTP inh | BAP1 inh | Compound |
| --- | --- | --- |
| 3 | 103 | FC(F)(F)c1cnc(Oc2ccc(-c3nnco3)cc2)c(Cl)c1 |
| 6 | 110 | Cc1ccc(CN(C(=O)c2c(F)cccc2F)C2CC(C)(C)NC(C)(C)C2)o1 |

(next part)
| HePTP inh | BAP1 inh | Compound |
| --- | --- | --- |
| -2 | 84 | Cc1cc(=O)oc(C)c1C(=O)NC1CC(C)(C)NC(C)(C)C1 |
| 8 | 101 | Cc1nn(-c2ccccc2)c(C)c1P(=O)(c1ccccc1)N(C)C (centres undefined) |
| 6 | . | Cc1ncc(CC(=O)n2cc(C(=O)c3cc(Cl)ccc3O)cn2)s1 |
| 3 | 101 | COc1cccc(-n2c(Cc3cc(=O)[nH]c(=O)[nH]3)nnc2SCC(=O)N2CCC(C)CC2)c1 |
| 7 | 85 | COc1ccc(Cl)cc1Nc1cc(C)nc2nc(C)nn12 |
| -12 | . | CC(C)C(=O)N1CCN(c2nc(-c3ccccc3)c3c(c2C#N)CCCC3)CC1 |
| 6 | 102 | COc1ccc(S(=O)(=O)NCc2ccccc2Cl)cc1OC |
| -12 | . | Cc1cc(C)c[n+](C(C)C(=O)c2ccc(Cl)cc2)c1 (centres undefined) |
| 6 | . | CN(CCCC(=O)O)S(=O)(=O)c1ccc2c(c1)Cc1cc(S(=O)(=O)N(C)CCCC(=O)O)ccc1-2 |
| -1 | . | COC(=O)C1=C(O)/C(=C/c2cccc(OC)c2O)N=C1C |
| -1 | . | COc1ccc(Br)cc1Cn1c(=O)[nH]c2cc(C(F)(F)F)ccc21 |
| 2 | 78 | O=C(CCCOc1ccccc1)Nc1ccc(S(=O)(=O)N2CCOCC2)cc1 |
| -15 | . | CCc1ccc(NC(=O)c2cncc(Br)c2)cc1 |
| . | 152 | O=C(CN1C(=O)c2ccccc2C1=O)Nc1cccc(C(F)(F)F)c1 |
| 0 | 95 | Cc1nc2ncnn2c(C)c1CCC(=O)N1CCN(C(=O)c2ccco2)CC1 |
| 6 | . | CC12CC3(C)CC(C)(C1)CC(C(=O)NCc1cccnc1)(C2)C3 |
| 2 | 74 | CCN(CC)c1ccc2cc(-c3nc4ccccc4[nH]3)c(=O)oc2c1 |
| 2 | . | CCc1cccc(CC)c1NC(=O)c1ccc(-c2ccccc2)cc1 |
| 5 | . | CCc1cc(C)cc(OCCOc2cccc(C=C3C(=O)NC(=O)NC3=O)c2)c1 |
| -8 | . | O=C(Nc1ccc(Nc2ccccc2)cc1)c1ccc(Br)cc1 |

An excerpt of these results, with each value named:
canonical_smiles: O=C(Nc1ccc(Nc2ccccc2)cc1)c1ccc(Br)cc1
  HePTP inh: -8 | BAP1 inh: .
canonical_smiles: O=C(CCCOc1ccccc1)Nc1ccc(S(=O)(=O)N2CCOCC2)cc1
  HePTP inh: 2 | BAP1 inh: 78

Next structures:
| HePTP inh | BAP1 inh | Compound |
| --- | --- | --- |
| 10 | . | Cc1cccc(NC(=O)C2CC=CCC2C(=O)O)c1 (centres undefined) |
| 8 | 112 | COc1cc(NC(=O)CN2C(=O)NC(C)(CCC(C)C)C2=O)cc(OC)c1 (centres undefined) |
| -11 | 82 | Cc1cccc2cc(C#N)c(N3CCCC3)nc12 |
| 1 | 95 | CSc1nnc(-c2ccccc2)n1N |
| 2 | 83 | CCn1c(SC)nnc1-c1nnc(SC)n1CC |
| -2 | 107 | Cc1sc2c(=O)n3c(nc2c1C(=O)NCCCN1CCOCC1)CCCCC3 |
| 12 | 101 | CCCCn1c(SCC(=O)Nc2cccc(C)n2)nnc1-c1ccco1 |
| 8 | . | COc1ccc(C2=C/C(=C/c3ccc(Cl)cc3)C(=O)O2)cc1OC |
| 8 | 69 | COc1cccc(-c2cc(C(=O)Nc3cc(C)n(Cc4ccc(Cl)cc4)n3)no2)c1 |
| -10 | 100 | O=C1CC(N2CCN(Cc3ccccc3)CC2)C(=O)N1c1ccccc1 (centres undefined) |
| 2 | 88 | Cc1ccc(-c2csc3ncn(-n4c(C)ccc4C)c(=O)c23)o1 |
| . | 126 | Cc1nn(C(=O)C2CCCN2S(=O)(=O)c2ccc(Cl)cc2)c(C)c1Sc1ccc(Cl)cc1 (centres undefined) |
| 1 | . | Cc1cc(C)cc(NC(=O)CN(CCc2ccccc2)S(=O)(=O)c2ccccc2)c1 |
| -10 | . | CCOc1cccc(-c2cc(C(=O)Nc3ccc4c(c3)OCCO4)c3ccccc3n2)c1 |
| 11 | 104&60 | CC(C(=O)O)c1ccc(-c2ccccc2)c(F)c1 (centres undefined) |
| -9 | . | Cc1ccc2c(-c3ccc([N+](=O)[O-])cc3)cc(=O)[nH]c2c1 |
| -10 | 92&60 | CC1(C)CC(=O)C=C(Nc2ccc3c(c2)OCCO3)C1 |
| 2 | . | CC1=NN(C(=O)CCc2ccccc2)C(O)(c2ccc(Cl)cc2)C1 (centres undefined) |
| -8 | 89 | O=S(=O)(NCCc1csc(-c2cccnc2)n1)c1cccs1 |
| -1 | . | CC(C)OC(=O)C1C(=O)CC(C)(O)C(C(=O)OC(C)C)C1/C=C/c1ccccc1 (centres undefined) |

Ordered by value in BAP1 inh (smallest number first): 4 from the list above.
SMILES,HePTP inh,BAP1 inh
CCOc1ccc(-c2nnc3sc(COc4ccc(C)cc4)nn23)cc1,3,82
O=C(Cc1cccs1)Nc1ccc(-c2nnn(CC(=O)N3CCOCC3)n2)cc1,11,86
CSc1ccc(C(=S)N2CCN(C)CC2)cc1,2,87
Nc1cc(C(=O)OCC(=O)NCC2CCCO2)ccc1Cl (centres undefined),4,97

(more compounds)
| HePTP inh | BAP1 inh | Compound |
| --- | --- | --- |
| -3 | . | COc1ccccc1C(=O)N1CCN(S(C)(=O)=O)CC1 |
| -7 | . | CCOc1cc(OCC)cc(C(=O)Nc2ccc3oc(-c4ccccc4F)nc3c2)c1 |
| -10 | . | CCOC(=O)c1c(NC(=O)CCN2CCCC2)sc2c1CC(C)(C)OC2 |
| 0 | . | O=C1c2cc(S(=O)(=O)NCCCO)ccc2-c2ccc(S(=O)(=O)NCCCO)cc21 |
| -1 | . | CCOc1ccccc1N(CC(=O)Nc1ccc(C)c(C)c1)S(=O)(=O)c1ccccc1 |
| 12 | 78 | Cc1cc(C)cc(N(CC(=O)Nc2cccc(C)n2)S(=O)(=O)c2c(C)noc2C)c1 |
| -4 | 85 | COCCN(C(C)=O)c1nnc(-c2cnccn2)s1 |
| 10 | 105 | O=C(CCn1cccc1)NCc1ccccc1 |
| 8 | . | CCCN(CCC)CCCNC(=O)c1cn(CCOC)c(=O)c2c1c1ccccc1n2C |
| 3 | 97 | C=C(C)CSc1nc(N)c2c(C)c(C)sc2n1 |
| 2 | . | CCCCCNC(=O)CCCCn1c(=O)[nH]c2cc(OCC)c(OCC)cc2c1=O |
| 1 | 102 | O=C(CCC1COc2ccccc2O1)Nc1cccnc1 (centres undefined) |
| 4 | . | O=C1c2ccccc2C(=O)N1CCS(=O)(=O)NC12CC3CC(CC(C3)C1)C2 |
| -23 | . | CC(NC(=O)CSc1nnc(-c2ccco2)n1-c1ccccc1)c1ccccc1 (centres undefined) |
| 4 | 105 | CCS(=O)(=O)N1CCCC(C(=O)NCc2ccc(C)cc2)C1 (centres undefined) |
| 4 | 85 | Cc1nnc(NC(=O)C2COc3ccccc3O2)s1 (centres undefined) |
| -1 | 121 | O=C1CC(N2CCSCC2)C(=O)N1CCc1ccccc1 (centres undefined) |
| 6 | . | CCOC(=O)C1NN=C(C(=O)c2ccc(OC)cc2)C1c1ccccc1Cl (centres undefined) |
| 1 | . | Cc1ccc([N+](=O)[O-])cc1NC(=O)C1CC(O)CN1C(=O)Oc1ccccc1 (centres undefined) |
| 2 | . | CCC(Oc1ccccc1)C(=O)Nc1ccc(C)c(Cl)c1 (centres undefined) |
| 2 | . | COc1ccc(NC2(c3ccc(Cl)cc3)C(=O)c3ccccc3C2=O)cc1 |
| -2 | . | Cc1ccc(-c2cc(C(=O)N3CCCCC3)c3ccccc3n2)s1 |
| 6 | 101 | CN1CCN(CCCNC(=O)c2cn(C)c3ccc(S(=O)(=O)N(C)C)cc3c2=O)CC1 |
| -10 | . | CCOC(=O)c1c(-c2ccccc2)oc2cc(Br)c(OCC(=O)C(C)(C)C)cc12 |
| -3 | . | O=C(CCN1C(=O)c2cccc([N+](=O)[O-])c2C1=O)Nc1nccs1 |
| 8 | 97 | COC(=O)C(CCSC)NC(=O)Cn1ncc2c(=O)oc3ccc(C)cc3c21 (centres undefined) |
| -16 | . | Cc1ccc(-c2cc(-c3ccccc3)nc(N3CCCC3)n2)cc1 |
| -13 | . | O=C1NC(=Nc2cccnc2)S/C1=C/C=C/c1ccccc1 |
| 1 | 98 | Cc1ccccc1NS(=O)(=O)c1ccc(NC(=O)c2ccco2)cc1 |
| . | 420 | O=C(CCN1C(=O)c2ccccc2C1=O)Oc1ccc2c3c(c(=O)oc2c1)CCC3 |

Bioassay records (PubChem)
